From PubChem BioAssay
697 NFkB inh: inhibitors of the PMA/ionomycin-induced NF-kB reporter in 697 B cells; 697 B-cell NF-kB luciferase reporter, 16 h; inhibition, % at 4 µM; 0.33% of 330,000 active; in the data active means inhibition above about 35%
EBI2 antag: blocks human EBI2 receptor beta-arrestin signaling | P32249 | EBI2 beta-arrestin recruitment, luminescence, 7a,25-OHC stimulated | inhibition, % at 5 µM | 0.81% of 360,000 active | AID 651636; in the data active means inhibition above about 38%;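 further: enzyme fragment complementation signal reports receptor beta-arrestin coupling in cells; 0% = agonist plus DMSO wells and 100% = wells without agonist; some results beyond the cut were filed as inactive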
Target sequence (P32249 whole entry, looked up, the tested form may be a part): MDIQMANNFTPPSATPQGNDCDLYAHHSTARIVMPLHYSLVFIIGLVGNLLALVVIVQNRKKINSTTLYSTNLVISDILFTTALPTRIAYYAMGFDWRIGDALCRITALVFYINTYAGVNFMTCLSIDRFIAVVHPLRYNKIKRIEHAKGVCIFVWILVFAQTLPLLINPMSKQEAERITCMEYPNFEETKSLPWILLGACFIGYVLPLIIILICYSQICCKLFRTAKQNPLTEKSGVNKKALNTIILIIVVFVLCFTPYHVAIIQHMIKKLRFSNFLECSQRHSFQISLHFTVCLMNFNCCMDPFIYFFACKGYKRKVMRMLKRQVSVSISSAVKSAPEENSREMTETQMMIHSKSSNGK
CHOP UPR activ: apoptotic UPR (CHOP) activation; CHO-CHOP luciferase reporter, luminescence; percent of tunicamycin response over DMSO baseline; activation, % at 10 µM; 0.34% of 330,000 active;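 active means at 10 µM dose, activation of 40% or more, normalized to positive control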;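 further: 100% = tunicamycin at 10 µg/mL and 0% = DMSO alone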
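measured by = luciferase luminescence | assay system = CHO-CHOP cells, stable luciferase reporter of PERK-eIF2a-CHOP signalling | amount = 500 reporter cells seeded per well | timing = 6 h compound exposure at 37 °C after overnight seeding | controls = positive tunicamycin 10 µg/mL, negative DMSO alone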
Jurkat NFkB inh: inhibitors of the PMA/ionomycin-induced NF-kB reporter in Jurkat cells | PMA/ionomycin-induced NF-kB luciferase reporter, luminescence | inhibition, % at 4 µM | 0.53% of 330,000 active; in the data active means inhibition above about 50%
Mdm2-MdmX inh: inhibitors of human Mdm2/MdmX interaction. O15151+Q00987. SaOS-2 split-luciferase Mdm2/MdmX complementation, luminescence. inhibition, % at 8 µM. 3% of 330,000 active;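 active means inhibition of at least 50% at 8 µM in the primary screen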
UPR XBP1 act: activators of adaptive arm of unfolded protein response (XBP1); CHO-XBP1 luciferase reporter, IRE1-XBP1 UPR activation, luminescence; percent of tunicamycin response, DMSO as zero; activation, % at 20 µM; 0.33% of 330,000 active; AID 463104;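 active means versus positive control, 20 µM dose yields 30% or more activation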;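 further: 100% = tunicamycin at 10 µg/mL and 0% = DMSO only wells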
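Assay system: IRE1-XBP1 luciferase reporter CHO line. Input: 1000 cells/well. Buffer or medium: F12 with 10% serum. Doses: 20 µM, 1% DMSO. Times: overnight seeding at 37 °C, 6 h compound treatment at 37 °C. Technique: Steady-Glo luciferase glow luminescence, 10 min after reagent addition.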
Gli-Sufu antag: antagonists of Gli-Sufu signaling; AID 588413; inhibition, % at 5 µM; 0.74% of 340,000 active; Sufu-KO-LIGHT fibroblasts, Gli luciferase reporter luminescence;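 active means inhibition above about 55%, limit read from the data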;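 further: 0% = DMSO-treated cells and 100% = wells with medium but no cells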
CCR6 antag: CCR6 (human) receptor antagonism. CHO-K1 CCR6 PathHunter beta-arrestin, luminescence, CCL20-stimulated. inhibition, % at 20 µM. 0.49% of 340,000 active;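 active means compounds whose inhibition of the agonist-driven luminescence signal at 20 µM reaches about 50%, limit read from the data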;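 further: cells stimulated with CCL20 at 14 nM final; plate controls were DMSO with CCL20 for no effect and DMSO without agonist for full effect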
Target sequence (P51684 whole entry, looked up): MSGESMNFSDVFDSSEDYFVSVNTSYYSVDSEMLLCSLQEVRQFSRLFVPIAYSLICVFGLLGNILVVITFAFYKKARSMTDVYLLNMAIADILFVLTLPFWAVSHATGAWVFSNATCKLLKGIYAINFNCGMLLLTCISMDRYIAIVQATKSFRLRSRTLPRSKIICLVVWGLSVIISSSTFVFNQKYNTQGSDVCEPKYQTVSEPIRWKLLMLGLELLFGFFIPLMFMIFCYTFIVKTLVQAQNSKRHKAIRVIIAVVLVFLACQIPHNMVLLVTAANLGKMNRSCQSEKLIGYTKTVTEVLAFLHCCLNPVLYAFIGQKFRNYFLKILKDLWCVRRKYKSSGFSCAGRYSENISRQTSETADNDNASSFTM
CXCR6 block: inhibitors of human CXCR6 receptor; CHO-K1 PathHunter CXCR6 beta-arrestin, luminescence; 0.36% of 360,000 active; AID 602244; O00574; inhibition, % at 20 µM; in the data active means inhibition above about 34%, passing the limit was not always enough;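 further: antagonist mode with CXCL16 agonist at 10 nM final; 0% = 10 nM CXCL16 with DMSO and 100% = unstimulated wells without agonist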
The depositor's hits bear a star; x = not tested or not shown.

#1 O=C(COC(=O)c1ccc(S(=O)(=O)N2CCOCC2)cc1)NC1CCCCCC1
#2 O=C1CCCc2ccccc2N1Cc1ccc(Cl)cc1
#3 COc1cc2ccccc2cc1C(=O)Nc1ccc(Br)cn1
#4 CC(C(=O)Nc1ccc2nccnc2c1)N1C(=O)C2C3C=CC(C3)C2C1=O (stereo unspecified)
#5 COCCn1c(=S)[nH]c2cc(C(=O)N3CCc4ccccc43)ccc2c1=O
#6 CCn1c(SCC(=O)Nc2nc(C)c(C)s2)nnc1-c1cccnc1
#7 O=C(CCl)Nc1cc(-c2ccccc2)nn1-c1ccccc1
#8 CC(=O)c1cccc(S(=O)(=O)N2CCN(c3ccccc3F)CC2)c1
#9 Cc1ccc(NC2CC(=O)N(CCc3ccccc3)C2=O)cc1 (stereo unspecified)
#10 CN(C)S(=O)(=O)c1cccc(NC(=O)COC(=O)c2cc(=O)[nH]c(=O)[nH]2)c1

Assay by compound,1,2,3,4,5,6,7,8,9,10
697 NFkB inh,0,-18,-128,17,5,3,8,-44,14,16
EBI2 antag,2,7,47*,-1,-11,0,8,4,24,-5
CHOP UPR activ,0.1,1.4,9.0,-0.9,4.5,-1.8,12,-0.6,-0.4,-2.5
Jurkat NFkB inh,1,-4,-61,14,24,4,9,-6,-16,-5
Mdm2-MdmX inh,7,24,-13,-1,-1,3,84*,-8,-17,7
UPR XBP1 act,-2,0,10,2,2,0,-6,2,-1,-2
Gli-Sufu antag,2,1,-77,2,11,-7,2,15,-1,-5
CCR6 antag,-2,7,2,-3,-5,0,-24,2,-5,6
CXCR6 block,-4,2,-17,2,-3,-6,-15,-1,-2,-2

#11 Cc1ccsc1/C=N/NC(=O)CNC(=O)c1c(F)cccc1Cl
#12 CCCN1CCC(=O)N([C@H](CSc2ccccc2)CC(C)C)CC1
#13 O=C1CCCN2N=C(SCC(=O)Nc3cccc(F)c3)SC2=N1
#14 O=c1oc(-c2cccs2)nc2ccccc12
#15 CSc1ccccc1-c1nnc(-c2ccccc2)o1
#16 Cn1cnc(S(=O)(=O)Nc2ccccc2C(=O)NCC2CC2)c1
#17 COc1ccc(C=C(c2nc3ccccc3s2)c2nc3ccccc3s2)cc1O
#18 COc1cccc(C=Nc2cc(C(C)C)c(O)cc2C)c1O
#19 Cc1nc(CN2CCOCC2)cc(=O)[nH]1
#20 Cc1ccc(C(=O)OCC(=O)NNC(=O)c2ccccc2)c(O)c1

Assay by compound,11,12,13,14,15,16,17,18,19,20
697 NFkB inh,7,-28,15,-5,-173,-13,-22,x,-2,2
EBI2 antag,1,-8,7,4,10,-5,37,-9,0,-6
CHOP UPR activ,3.0,9.6,0.8,-2.7,4.1,-0.1,2.7,x,-1.7,1.1
Jurkat NFkB inh,-4,-40,-5,4,-159,0,-44,x,-2,-2
Mdm2-MdmX inh,16,-17,4,-15,-104,-2,58*,x,20,-2
UPR XBP1 act,0,5,0,3,3,-2,0,x,0,-2
Gli-Sufu antag,4,0,-4,-3,-71,10,9,-5,7,25
CCR6 antag,3,-3,7,12,6,4,17,-9,-24,-9
CXCR6 block,13,-8,-5,-4,3,-2,14,-14,2,-6

#21 COc1ccccc1OCc1cc(C(=O)NCCN2CCCC(O)C2)no1 (stereo unspecified)
#22 COc1ccc(C2C(C#N)=C(N)OC3=C2C(=O)CCC3)cc1Cn1nc(C)c([N+](=O)[O-])c1C (stereo unspecified)
#23 Cc1ccc(CNC(=O)C2CC(=O)N(C3CCCCCCC3)C2)cc1 (stereo unspecified)
#24 Cc1ccc(CN2CCN(Cc3cn[nH]c3-c3ccccc3)CC2CCO)o1 (stereo unspecified)
#25 COc1cc(NC(=O)C(F)(F)F)cc(OC)c1
#26 Cc1ccc(C(=O)Nc2ccccc2N2CCCCC2)cc1[N+](=O)[O-]
#27 CCCC(C)NC(=O)c1cc(Cl)ccc1OC (stereo unspecified)
#28 COC(=O)C1CCN(C(=O)COC(=O)c2cc([N+](=O)[O-])ccc2N2CCOCC2)CC1
#29 Cc1ccc(C(CC(=O)O)NC(=O)CCNC(=O)c2ccco2)cc1 (stereo unspecified)
#30 CCN1C(=O)[C@H]2[C@@H](c3ccc(-c4ccc5c(c4)OCO5)cc3)N[C@@](Cc3ccccc3)(C(=O)OC)[C@H]2C1=O

Assay by compound,21,22,23,24,25,26,27,28,29,30
697 NFkB inh,-12,11,-11,-7,8,-23,15,23,-11,2
EBI2 antag,1,-7,7,-4,-14,18,-1,5,-12,21
CHOP UPR activ,1.1,-3.4,-2.8,-3.2,-0.4,-1.5,-2.2,1.2,-1.2,-0.7
Jurkat NFkB inh,-14,-2,-12,-8,2,5,9,4,-8,4
Mdm2-MdmX inh,18,16,-1,20,10,9,18,-2,-13,16
UPR XBP1 act,-3,-5,0,-2,2,1,-4,-2,-1,4
Gli-Sufu antag,-1,2,21,7,-2,5,-1,3,-15,7
CCR6 antag,-1,8,9,-11,4,27,24,12,5,-1
CXCR6 block,0,3,7,1,-7,6,6,3,2,-10

Marked active in EBI2 antag, of those listed so far:
no. | SMILES | 697 NFkB inh | EBI2 antag | Jurkat NFkB inh | Mdm2-MdmX inh | CCR6 antag | CXCR6 block
3 | COc1cc2ccccc2cc1C(=O)Nc1ccc(Br)cn1 | -128 | 47* | -61 | -13 | 2 | -17

New compounds follow:
#31 Cc1ccc(Cn2c(CN3CCOCC3)nc3c2c(=O)[nH]c(=O)n3C)cc1
#32 COc1ccc(CN(C)C(=O)C(Cc2ccccc2)NC(=O)c2ccccc2)c(OC)c1 (stereo unspecified)
#33 O=C(CCNS(=O)(=O)c1cccc(Cl)c1)OCC(=O)N1CCN(C(=O)c2ccco2)CC1
#34 CCOC(=O)c1c(C)[nH]c(C(=O)NNC(=O)c2ccccc2)c1C
#35 Cn1ncc([N+](=O)[O-])c1C(=O)NC1CCCCCC1
#36 O=C(N/N=C/c1coc2ccc(Cl)cc2c1=O)c1cc(O)cc(O)c1
#37 O=C(Nc1ccccc1F)C1CCCN1S(=O)(=O)c1ccc(Cl)cc1 (stereo unspecified)
#38 CC1CCc2c(sc(NC(=O)COC(=O)C3CCCO3)c2C#N)C1 (stereo unspecified)
#39 O=c1[nH]cnc2c1c(-c1ccccc1)cn2-c1cccc(Cl)c1
#40 COc1ccc(OC)c(NC(=O)Nc2nnc(N3CCC(C)CC3)s2)c1

Assay by compound,31,32,33,34,35,36,37,38,39,40
697 NFkB inh,7,10,6,-119,24,16,8,7,17,25
EBI2 antag,1,-2,-12,-9,10,-15,-3,2,-14,3
CHOP UPR activ,-0.3,0.9,-0.9,0.7,0.3,0.1,2.0,3.4,-1.4,-1.0
Jurkat NFkB inh,8,-3,-1,-91,10,5,-1,-1,-3,3
Mdm2-MdmX inh,0,3,-18,-114,3,46,-21,-24,16,11
UPR XBP1 act,-1,-4,2,-2,2,-6,2,-2,-4,4
Gli-Sufu antag,2,-1,-8,-58,2,-6,-13,-12,14,6
CCR6 antag,1,9,2,3,-11,5,-1,16,-12,-3
CXCR6 block,4,8,0,2,2,2,6,-2,7,4

#41 COc1ccc2c(CC(=O)OCC(=O)Nc3ccc(S(N)(=O)=O)cc3)coc2c1
#42 Cc1ccc(NC(=O)CCN2C(=O)OC(C)(C)C2(C)O)cc1 (stereo unspecified)
#43 CC(C)CCc1c(O)nc(SCC(=O)N2CCCCCC2)[nH]c1=O
#44 COc1cccc(-c2nc3cc(C)ccc3o2)c1
#45 O=S(=O)(c1ccc(NCCc2c[nH]c3ccccc23)nc1)N1CCOCC1

Assay by compound,41,42,43,44,45
697 NFkB inh,0,18,5,-288,16
EBI2 antag,-1,-12,-9,8,7
CHOP UPR activ,-1.4,0.1,2.9,-3.5,0.0
Jurkat NFkB inh,7,-11,11,-143,-14
Mdm2-MdmX inh,-10,9,9,-298,27
UPR XBP1 act,1,0,-3,-3,1
Gli-Sufu antag,-1,-35,x,-104,4
CCR6 antag,-3,-8,x,4,1
CXCR6 block,2,0,-2,-5,-1

Among those listed so far, twelve contain a halogen.
#2 O=C1CCCc2ccccc2N1Cc1ccc(Cl)cc1
#3 COc1cc2ccccc2cc1C(=O)Nc1ccc(Br)cn1
#7 O=C(CCl)Nc1cc(-c2ccccc2)nn1-c1ccccc1
#8 CC(=O)c1cccc(S(=O)(=O)N2CCN(c3ccccc3F)CC2)c1
#11 Cc1ccsc1/C=N/NC(=O)CNC(=O)c1c(F)cccc1Cl
#13 O=C1CCCN2N=C(SCC(=O)Nc3cccc(F)c3)SC2=N1
#25 COc1cc(NC(=O)C(F)(F)F)cc(OC)c1
#27 CCCC(C)NC(=O)c1cc(Cl)ccc1OC (stereo unspecified)
#33 O=C(CCNS(=O)(=O)c1cccc(Cl)c1)OCC(=O)N1CCN(C(=O)c2ccco2)CC1
#36 O=C(N/N=C/c1coc2ccc(Cl)cc2c1=O)c1cc(O)cc(O)c1
#37 O=C(Nc1ccccc1F)C1CCCN1S(=O)(=O)c1ccc(Cl)cc1 (stereo unspecified)
#39 O=c1[nH]cnc2c1c(-c1ccccc1)cn2-c1cccc(Cl)c1

Assay by compound,2,3,7,8,11,13,25,27,33,36,37,39
697 NFkB inh,-18,-128,8,-44,7,15,8,15,6,16,8,17
EBI2 antag,7,47*,8,4,1,7,-14,-1,-12,-15,-3,-14
CHOP UPR activ,1.4,9.0,12,-0.6,3.0,0.8,-0.4,-2.2,-0.9,0.1,2.0,-1.4
Jurkat NFkB inh,-4,-61,9,-6,-4,-5,2,9,-1,5,-1,-3
Mdm2-MdmX inh,24,-13,84*,-8,16,4,10,18,-18,46,-21,16
UPR XBP1 act,0,10,-6,2,0,0,2,-4,2,-6,2,-4
Gli-Sufu antag,1,-77,2,15,4,-4,-2,-1,-8,-6,-13,14
CCR6 antag,7,2,-24,2,3,7,4,24,2,5,-1,-12
CXCR6 block,2,-17,-15,-1,13,-5,-7,6,0,2,6,7
